CAL PDZ FP-1: untagged CAL PDZ binding inhibitors, primary screen, biochemical, fluorescence polarization, HTS | Golgi-associated PDZ and coiled-coil motif-containing protein (Homo sapiens), Q9HD26 | AID 602252, 2012 | hit rate 0.92% among 300,000 | inhibition, % at 24.9 µM | purified CAL PDZ, TMR-peptide fluorescence polarization, 1 h;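 active = mean inhibition of at least 30% with at least half of replicates also reaching 30%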;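 also: 0% = DMSO neutral control and 100% = excess unlabeled competitor peptide PRC23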
Keap1 Nrf2 FP: Keap1-Nrf2 protein-protein interaction inhibitors, primary screen, biochemical, fluorescence polarization, single point; inhibition, % at 9.4 µM; Kelch-like ECH-associated protein 1 (Homo sapiens), Q14145; hit rate 0.15% among 340,000; Keap1 Kelch-Nrf2 peptide fluorescence polarization, 1536-well; in the data active = inhibition above about 12%;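 also: human Keap1 Kelch domain with fluorescein labeled Nrf2 9mer peptide probe; 0% = neutral control wells and 100% = peptide positive control; higher means more block of Keap1 binding to Nrf2 peptide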
CAL PDZ FP-2: CAL PDZ peptide-binding inhibitors, primary screen, biochemical, fluorescence polarization, Cer-tagged CAL PDZ, HTS; Golgi-associated PDZ and coiled-coil motif-containing protein (Homo sapiens), Q9HD26; purified CAL PDZ, TMR-peptide fluorescence polarization, 1 h; inhibition, % at 20 µM; hit rate 0.02% among 330,000; AID 504414, 2011;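 active = highest replicate inhibition of at least 40%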;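 also: plate controls were DMSO neutral control wells for no effect and unlabeled competitor peptide control wells for full effect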
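System: purified tagged CAL PDZ domain construct (CerCALP). Schedule: 1 h incubation at room temperature before polarization reading. Medium: 25 mM sodium phosphate pH 7.4, 150 mM NaCl, TCEP, IgG, Thesit. Read-out: percent inhibition from loss of millipolarization. Measured by: FP readout, S and P plane fluorescence. Probe or stimulus: fluorescent TMR peptide probe.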
NSD2 HMT inh: NSD2 histone methyltransferase inhibitors, primary screen, biochemical, AlphaScreen, single concentration, set 2. Histone-lysine N-methyltransferase NSD2 (Homo sapiens), O96028. NSD2 peptide methylation, 120 min. inhibition, % at 12.5 µM. hit rate 0.54% among 310,000. AID 743445, 2014; in the data active = inhibition above about 50%
V-ATPase pHluor: regulators of yeast V-ATPase proton pumping, primary screen, pHLuorin cytosolic pH fluorescence. S. cerevisiae. response, % at 10 µM. hit rate 0.37% among 350,000. AID 504577, 2011; in the data active = response mostly above about 7.3%, no sharp cut-off; inactive = mostly below about 5.4%; also: actives read high; inactives centre near 0; some compounds called inactive have numbers as strong as hits; reference of the scale not given here
DAGLB inhibitor: DAGLB lipase inhibitors, primary screen, biochemical, fluorescence, HTS; Diacylglycerol lipase-beta (Homo sapiens), Q8NCG7; HEK293T DAGLB membrane lysate, EnzChek fluorogenic substrate; inhibition, % at 5.17 µM; hit rate 0.059% among 340,000; in the data active = inhibition above about 34%;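 also: 0% = enzyme with vehicle and 100% = wells lacking enzyme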
Target sequence (Q8NCG7 whole entry, looked up): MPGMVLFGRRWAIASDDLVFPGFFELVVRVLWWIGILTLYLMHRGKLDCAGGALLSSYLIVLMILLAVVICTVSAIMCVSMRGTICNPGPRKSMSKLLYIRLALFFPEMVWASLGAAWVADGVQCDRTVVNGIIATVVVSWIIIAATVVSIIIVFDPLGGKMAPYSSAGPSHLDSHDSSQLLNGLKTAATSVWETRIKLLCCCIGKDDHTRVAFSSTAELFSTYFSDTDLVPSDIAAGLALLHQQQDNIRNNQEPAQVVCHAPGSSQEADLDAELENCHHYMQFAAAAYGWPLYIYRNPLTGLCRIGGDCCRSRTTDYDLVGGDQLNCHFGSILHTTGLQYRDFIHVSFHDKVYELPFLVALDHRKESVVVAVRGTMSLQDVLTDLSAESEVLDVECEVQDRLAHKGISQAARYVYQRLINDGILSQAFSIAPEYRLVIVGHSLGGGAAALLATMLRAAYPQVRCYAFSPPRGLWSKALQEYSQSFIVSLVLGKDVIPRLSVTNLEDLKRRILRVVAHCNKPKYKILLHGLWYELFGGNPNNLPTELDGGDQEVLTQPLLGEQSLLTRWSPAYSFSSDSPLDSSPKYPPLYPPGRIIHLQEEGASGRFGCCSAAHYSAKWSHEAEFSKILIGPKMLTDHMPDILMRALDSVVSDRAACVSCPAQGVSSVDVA
Arrestin-AP2 inh: inhibitors of beta-arrestin/AP2 binding, primary screen, biochemical, GPCR trafficking, flow cytometry | FITC-arrestin peptide / GST-AP2 beads; AP2 beta2 appendage carries R879A mutation | hit rate 0.31% among 340,000 | AID 504490, 2011 | inhibition, % at 10 µM;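 active = inhibition above a set limit, near 3 SD of compounds lacking own fluorescence, cut at about 54% in these data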;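 also: plate controls were DMSO wells for no effect and 5 µM unlabelled arrestin peptide for full effect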
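system = GST-tagged AP2 beta2-adaptin appendage (R879A) on 4 µm glutathione beads | reagent = FITC-labelled arrestin peptide probe, 50 nM final | schedule = compound with beads 12 min RT, then probe 1 h RT | signal = HyperCyt-sampled flow cytometry, FL1 channel, ex 488/em 535 nm | read-out = percent response from loss of bead-bound FITC fluorescence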
LANA DNA inh: inhibitors of KSHV C-LANA binding to DNA, primary screen, biochemical, fluorescence polarization, FAM-LBS DNA, MBP-C-LANA, single point; hit rate 0.078% among 340,000; inhibition, % at 9 µM; AID 504423, 2011; Kaposi's sarcoma herpesvirus LANA C-terminal domain (residues 932-1162) DNA binding;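 active = highest replicate inhibition at or above 60% at 9 µM, even if other replicates fall short; inactive = all replicates below 60% inhibition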;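 also: 0% = neutral control wells and 100% = 4 µM acridine orange control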
Pemphigus Ab inh: inhibitors of pemphigus antibody binding to DSG3, primary screen, biochemical, bead-based, flow cytometry, scFv-GFP; Desmoglein-3 (Homo sapiens), P32926; hit rate 0.48% among 310,000; DSG3-coupled beads, scFv-anti-DSG3-GFP binding; active compounds read low; AID 588358, 2011; binding (percent of control), % at 10 µM;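 active = binding more than 3 SD below its plate's average and above zero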;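 also: hits lower antibody fragment binding to DSG3; some compounds called inactive have numbers as strong as hits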
Cardiac RTF inh: cardiac RTF calcium sensitivity inhibitors, primary screen, biochemical, IANBD-TnC fluorescence, EC70 calcium | hit rate 0.12% among 340,000 | IANBD-labeled cardiac RTF, Ca2+ fluorescence | inhibition, % at 7.15 µM | Troponin I, cardiac muscle (Homo sapiens) + Troponin T, cardiac muscle (Homo sapiens) + …;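 active = inhibition above the mean inhibition of all tested compounds plus 3 SD, cut at about 17% in these data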;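 also: assay run at fixed EC70 calcium of 1.6 mM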
Starred values were filed as active, the others as inactive; x = not tested or not shown.

Field names: A = CAL PDZ FP-1; B = Keap1 Nrf2 FP; C = CAL PDZ FP-2; D = NSD2 HMT inh; E = V-ATPase pHluor; F = DAGLB inhibitor; G = Arrestin-AP2 inh; H = LANA DNA inh; I = Pemphigus Ab inh; J = Cardiac RTF inh
Cc1ccc(Sc2ccc([N+](=O)[O-])cc2[N+](=O)[O-])nc1
  A = 11	B = -3	C = 1.8	D = 10	E = 2	F = -3	G = -3	H = 0.1	I = 106	J = -3
CC(=O)c1ccc(Nc2c(C)n(C)n(-c3ccccc3)c2=O)cc1
  A = x	B = -5	C = -0.6	D = 2	E = 3	F = -1	G = 35	H = 1.3	I = 106	J = 1
COc1cccc(/C=N/NC(=O)CC(=O)NCCc2ccccc2)c1OC
  A = -4	B = -5	C = -2.3	D = -1	E = -6	F = 0	G = 4	H = 0.5	I = x	J = -7
CN1CCN(C(=O)c2ccccc2NC(=O)c2cccs2)CC1
  A = x	B = 1	C = -0.5	D = -1	E = 5	F = 0	G = 6	H = 0.4	I = 116	J = -4
C=CCn1c(=O)c2ccccc2n2c(SCC(C)=O)nnc12
  A = -4	B = -4	C = -2.1	D = x	E = 5	F = 1	G = 3	H = 0.0	I = 98	J = -3
CCn1nc(C)c(NC(=O)Nc2cccc(Cl)c2Cl)c1C
  A = x	B = -2	C = -1.0	D = 2	E = 0	F = -1	G = 22	H = 0.1	I = 103	J = -2
Cc1ccc(OCC(=O)NNC(=S)NC(=O)c2cccs2)c(C)c1
  A = 0	B = -6	C = -0.5	D = -1	E = -2	F = 2	G = -5	H = 1.2	I = 106	J = -2
COc1ccc(OC)c(NC(=O)CSc2nc3ccccc3cc2Cc2ccccc2)c1
  A = -2	B = -6	C = 0.0	D = x	E = -1	F = -2	G = 4	H = 4.5	I = 105	J = -23
CCNC(=O)COC(=O)c1ccc(-c2nc3ccccc3s2)s1
  A = -6	B = 6	C = 14	D = 2	E = 0	F = -2	G = 8	H = 2.3	I = 103	J = -5
Cc1ccc(-c2nnn(CC(=O)NCCC3=CCCCC3)n2)cc1
  A = -3	B = -6	C = -1.0	D = -5	E = 4	F = -3	G = 2	H = -2.7	I = x	J = -2
COc1ccc(Br)cc1C(=O)NCc1cccnc1
  A = -4	B = -1	C = -0.5	D = 0	E = 3	F = 1	G = 3	H = 0.8	I = 105	J = -10
Cc1cccc2c(=O)c(C(=O)NCc3cccs3)c[nH]c12
  A = -1	B = -3	C = -2.5	D = -2	E = 4	F = -2	G = -1	H = 0.8	I = 118	J = 1
Cc1ccnc(NC(=O)C2CCN(S(=O)(=O)c3c(C)c(C)cc(C)c3C)CC2)c1
  A = 0	B = -1	C = -2.3	D = 0	E = -3	F = -6	G = 28	H = 1.4	I = 103	J = 1
Cc1ccc(OC(C)C(=O)Nc2ccc(F)cc2)c([N+](=O)[O-])n1 (stereo not given)
  A = -4	B = 0	C = -0.7	D = 3	E = -6	F = -2	G = 3	H = 0.8	I = 109	J = 0
Oc1c(C(c2cccc(F)c2)N2CCN(Cc3ccccc3)CC2)sc2ncnn12 (stereo not given)
  A = x	B = -2	C = -1.1	D = x	E = -51	F = -3	G = 5	H = 0.7	I = 79	J = 1
CC#CC(=O)N1CCCC(Cc2cccc(OC)c2)(C(=O)OCC)C1 (stereo not given)
  A = -5	B = -4	C = x	D = -2	E = 2	F = 0	G = 0	H = 1.1	I = 97	J = -6
CCOC(=O)CCn1c(=S)n(CCC(=O)OCC)c2ccccc21
  A = 55*	B = 0	C = 1.2	D = -11	E = 0	F = -7	G = 2	H = -0.6	I = x	J = 2
CC(C)(C)S(=O)(=O)c1cnc2c(S(=O)(=O)c3ccccc3)cnn2c1N
  A = 1	B = 0	C = -0.5	D = 0	E = -2	F = -2	G = -6	H = -0.4	I = 120	J = -3
COc1cc2ccccc2cc1C(=O)N(CCN(C)C)c1nc2c(F)cc(F)cc2s1
  A = 4	B = 1	C = -3.2	D = -1	E = 3	F = -6	G = 3	H = 1.5	I = 106	J = 1
COC(=O)c1sc(N/N=C/c2ccc(C(C)C)cc2)nc1C
  A = -3	B = -2	C = -0.3	D = -8	E = -2	F = -1	G = 7	H = -0.7	I = 112	J = 1
CCn1c(SCC(=O)NCc2ccccc2)nnc1-c1c[nH]c2ccccc12
  A = 1	B = 3	C = -2.4	D = 0	E = -4	F = 3	G = 2	H = 1.7	I = 97	J = -8
COc1ccccc1OCCNC(=O)CNC(=O)c1ccc(C(C)(C)C)cc1
  A = -1	B = -4	C = 0.7	D = 1	E = 1	F = 0	G = 4	H = -0.6	I = 100	J = 3
CC(=O)Nc1ccc(CCCCc2ccc(NC(C)=O)cc2)cc1
  A = x	B = -2	C = -0.4	D = -5	E = 1	F = -1	G = 1	H = 0.5	I = 93	J = -3
COc1ccccc1-n1cnc(N)c1C(C)=O
  A = -2	B = 0	C = -0.5	D = 0	E = -5	F = 0	G = -2	H = 1.0	I = 97	J = 2
Cc1ccc(-c2csc3ncnc(N4CCc5ccccc5C4)c23)cc1
  A = -10	B = -5	C = 0.0	D = -2	E = 2	F = -2	G = -11	H = -2.3	I = 95	J = -23
Cc1cc(C)nc(N/C(=N\S(=O)(=O)Cc2ccccc2)Nc2ccccc2Br)n1
  A = -6	B = -9	C = -4.3	D = 39	E = 0	F = -7	G = 0	H = -0.4	I = 128	J = 0
CN1CCC(=NNc2ccc(S(=O)(=O)N3CCOCC3)cc2[N+](=O)[O-])CC1
  A = -1	B = -1	C = -2.2	D = 5	E = -2	F = 5	G = 1	H = -2.1	I = x	J = -20
CC(CNC(=O)CCc1ccccc1)NC(=O)CCc1ccccc1 (stereo not given)
  A = x	B = x	C = x	D = -1	E = -1	F = x	G = 33	H = x	I = 104	J = x
CS(=O)(=O)Nc1ccccc1C(=O)NCCSc1ccccc1
  A = -6	B = -1	C = x	D = -7	E = 1	F = -2	G = -10	H = -1.0	I = 115	J = -1
CCOC(=O)C[N+](CC)(CC)CC#Cc1ccccc1
  A = -1	B = 6	C = 0.5	D = -3	E = -2	F = 3	G = -19	H = 6.3	I = x	J = 11

Ordered by count of non-hydrogen atoms (highest first): part of the list above.
Field names: A = CAL PDZ FP-1; B = Keap1 Nrf2 FP; C = CAL PDZ FP-2; D = NSD2 HMT inh; E = V-ATPase pHluor; F = DAGLB inhibitor; G = Arrestin-AP2 inh; H = LANA DNA inh; I = Pemphigus Ab inh; J = Cardiac RTF inh
Cc1cc(C)nc(N/C(=N\S(=O)(=O)Cc2ccccc2)Nc2ccccc2Br)n1
  A = -6	B = -9	C = -4.3	D = 39	E = 0	F = -7	G = 0	H = -0.4	I = 128	J = 0
CCn1c(SCC(=O)NCc2ccccc2)nnc1-c1c[nH]c2ccccc12
  A = 1	B = 3	C = -2.4	D = 0	E = -4	F = 3	G = 2	H = 1.7	I = 97	J = -8
CN1CCC(=NNc2ccc(S(=O)(=O)N3CCOCC3)cc2[N+](=O)[O-])CC1
  A = -1	B = -1	C = -2.2	D = 5	E = -2	F = 5	G = 1	H = -2.1	I = x	J = -20
CC(=O)Nc1ccc(CCCCc2ccc(NC(C)=O)cc2)cc1
  A = x	B = -2	C = -0.4	D = -5	E = 1	F = -1	G = 1	H = 0.5	I = 93	J = -3

(continued)
Field names: A = CAL PDZ FP-1; B = Keap1 Nrf2 FP; C = CAL PDZ FP-2; D = NSD2 HMT inh; E = V-ATPase pHluor; F = DAGLB inhibitor; G = Arrestin-AP2 inh; H = LANA DNA inh; I = Pemphigus Ab inh; J = Cardiac RTF inh
COc1cccc(NC(=O)CN(C)C(=O)/C=C/c2cn(-c3ccccc3)nc2-c2cccs2)c1
  A = -4	B = 6	C = -4.0	D = -2	E = 1	F = -3	G = 19	H = 0.2	I = 106	J = 1
O=C(NCCCN1CCCC1=O)c1cccc(N2CCCC2=O)c1
  A = 0	B = 1	C = -0.9	D = 0	E = -24	F = -1	G = 4	H = 0.6	I = 104	J = 2
NC(=O)CC(NC(=O)Cc1cccc2ccccc12)c1ccc(NCCN2CCCCC2)c([N+](=O)[O-])c1 (stereo not given)
  A = -3	B = -7	C = -0.2	D = x	E = 8	F = 1	G = 20	H = 0.4	I = 98	J = 2
Cc1ccc2cc(CN(CC3CCCO3)C(=O)Nc3ccccc3F)c3nnnn3c2c1 (stereo not given)
  A = -1	B = -2	C = -1.5	D = -2	E = 1	F = 0	G = 22	H = 0.2	I = 101	J = -17
N#CC1=C(N)Oc2n[nH]c(-c3cccs3)c2C1C1C=CCCC1 (stereo not given)
  A = -3	B = -8	C = -4.3	D = -1	E = 3	F = 2	G = -2	H = -0.4	I = 115	J = -6
Cc1cc(C)nc(Nc2cccc(C(F)(F)F)c2)n1
  A = x	B = -2	C = -1.3	D = -3	E = -2	F = -4	G = 41	H = 0.8	I = 106	J = -2
CC(C)Cn1c(SCC(=O)Nc2cccc(S(N)(=O)=O)c2)nc2ccccc2c1=O
  A = -3	B = -2	C = -1.7	D = 0	E = 1	F = -1	G = 7	H = 4.1	I = 105	J = -13
COc1ccc(-n2nc3c(c2NC(=O)C2CCCC2)CS(=O)(=O)C3)cc1
  A = -5	B = 7	C = -1.7	D = -4	E = -1	F = 3	G = -11	H = 0.3	I = x	J = -9
CCOC(=O)c1ccc2c(c1)nc(SCC(=O)NC(C)C)n2CC
  A = 2	B = 2	C = -1.5	D = 0	E = 0	F = -4	G = -7	H = -1.2	I = 94	J = -6
C#CCOCCOCCOCCNc1nc(N2CCOCC2)nc(N2CCN(C(=O)[C@H](CCC(=O)O)n3cc(C(N)[C@H](C)CC)nn3)CC2)n1 (stereo not given in full)
  A = 5	B = 1	C = -0.2	D = x	E = -3	F = 1	G = -2	H = 5.3	I = 104	J = 8
CCCn1c(C2CCCN2c2nc(-c3ccc(C)cc3)cs2)nc2ccccc21 (stereo not given)
  A = 4	B = -1	C = 1.2	D = x	E = 1	F = -5	G = -1	H = 0.5	I = 104	J = -14
COC(=O)C1=C(C)NC(=S)NC1c1ccc(-c2cccc(Cl)c2)o1 (stereo not given)
  A = x	B = -1	C = 0.6	D = 2	E = -6	F = -2	G = -8	H = 1.5	I = 94	J = 1

An excerpt, so the mix of outcomes need not match the whole.
